Source: PubChem (National Center for Advancing Translational Sciences (NCATS))
S3 lipid droplet – qHTS Assay for Lipid Storage Modulators in Drosophila S3 Cells. lipid storage change, negative = inhibition, % at the top dose, mostly 46.1 µM; hits show Potency in µM. AID 2685. Drosophila S3 cells, BODIPY lipid droplet fluorescence, 18-24 h; cells fed with added oleic acid. actives 0.64% (n = 320,000); active = well fitted inhibition curve with a large enough effect in the signal ratio, with a control signal flat, not every such curve was filed as active; inconclusive = small, poorly fitted or top-dose-only effect, or effect the other way, or a change in a side signal; the % refers to the signal ratio
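Drosophila S3 cells loaded with oleic acid (400 uM, as added) and compounds at several concentrations; lipid droplets imaged by 488-nm laser-scanning cytometry, 500–530 nm intensity and object ratio to cell channel. Percent activity normalized to 20 uM Triacsin C.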
S3 lipid droplet cell count max – also measured in S3 lipid droplet; calls as there; cell number change, %; measured here: cell count max response;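 cells counted by Cell Tracker Red CMTPX staining in the red channel; peak over a dose series mostly up to 46.1 µM; percent activity relative to internal control wells on each plate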
An asterisk follows results filed as active; i = inactive; ? = inconclusive; · = not tested or not shown. % is scaled to controls: 0 for no effect and ±100 for the full control effect; potency is read from the fitted curve at half-maximal effect.

SMILES	S3 lipid droplet	S3 lipid droplet cell count max
S=C(Nc1ccccc1Cl)N1CCN(Cc2ccccc2)CC1	7%	·
CCCCc1nc2sc3c(=O)[nH]cnc3c2c2c1CCCC2	-1%	29
O=C(CN1CCN(S(=O)(=O)c2ccccc2)CC1)NCCc1ccccc1	1%	12
COc1ccc(NC(=O)CN(C)C(=O)c2cccc(S(=O)(=O)Nc3ccc(OC)cc3)c2)cc1	?	·
CCOc1ccccc1OCCOc1ccccc1CC	-11%	9
O=C(Cn1ccc([N+](=O)[O-])n1)c1ccccc1	?	·
COc1ccccc1N1CCN(C(=O)C2=CC=CN3CCS(=O)(=O)N=C23)CC1	?	·
S=C(Nc1ccccc1Cl)NC1CC2CCCC(C1)N2C1CC1 (stereo not drawn)	?	·
c1ccc(-c2cc(-c3ccccc3)n3ncnc3n2)cc1	?	·
CC(C)=Cc1c(O)nc2ccccn2c1=O	i	4
COc1cc(NC(=O)C2CCCCC2)c(OC)cc1NC(=O)CCC(=O)NCc1ccco1	25%	0
COc1ccc(CNC(=S)Nc2ccc3nc(N4CCOCC4)cc(C)c3c2)cc1	?	·
COc1ccc(NC(=O)c2nc(S(=O)(=O)Cc3cccc(C)c3)ncc2Cl)c(OC)c1	?	·
CCC(OC(=O)c1nsc(Cl)c1Cl)C(=O)NCc1cccs1 (stereo not drawn)	7%	4
Cc1ccccc1NC(=O)CN1C(=O)NC2(CCc3ccccc32)C1=O (stereo not drawn)	?	·
CC(C)(C)NC(=S)NNC(=O)c1ccncc1	1%	-11
O=C(NCC(=O)N1CCN(c2ccccc2O)CC1)c1ccccc1	?	·
COc1cc2cc(CN(CCO)C(=O)c3cccs3)c(=O)[nH]c2cc1OC	?	·
COC(=O)C1OC2(OC1C(=O)OC)c1ccccc1-c1ccccc12 (stereo not drawn)	-10%	2
Cc1c(C(=O)Nc2ccc3c4c(cccc24)CC3)cccc1[N+](=O)[O-]	?	·
CC(=O)c1ccc(N2CCN(C(=O)C3CCN(S(=O)(=O)c4ccc5c(c4)CC(C)N5C(=O)C4CC4)CC3)CC2)cc1 (stereo not drawn)	?	·
O=C(O)CCNS(=O)(=O)c1ccc(Oc2ccccc2Cl)cc1	i	29
c1ccc(Cc2nc3ccccc3[nH]2)cc1	?	·
COc1ccc(C(CNC(=O)c2cccc(S(=O)(=O)Nc3ccccc3OC)c2)N2CCCC2)cc1 (stereo not drawn)	?	·
Cc1cc(=O)oc(C)c1C(=O)Nc1ccc(Cl)cn1	-5%	1

Continued:
SMILES	S3 lipid droplet	S3 lipid droplet cell count max
CCOc1ccccc1N1C(=O)c2cccnc2C1=O	-7%	1
Cc1ccc(C2CC(c3cccs3)=NN2C(=O)CSC2=NCCS2)cc1 (stereo not drawn)	9%	6
Cc1c(C)n(C)c2ccc(C(=O)N3CCN(c4ccccc4)CC3)cc12	-10%	0
CC(=O)Nc1ccc(S(=O)(=O)N[C@@H](C)C(=O)OCc2cc([N+](=O)[O-])cc3c2OCOC3)cc1	2%	-4
CC(=O)/C(C#N)=C1\NC(=O)C(Cc2ccccc2)S1 (stereo not drawn)	-9%	-6
O=C(/C=C/c1ccc(Cl)cc1)Nn1c(-c2cccs2)nc2ccccc2c1=O	9%	-3
O=c1[nH]c(-c2ccccn2)cc2ccccc12	?	·
CCC(=O)N(C)CCc1cc2c(c(OC)c1/C=N/Nc1ccc(C(=O)O)cc1)OCO2	?	·
CCC(C)NC(=O)Cn1cnc([N+](=O)[O-])c1 (stereo not drawn)	?	·
CCOc1ccc(NC(=O)C2=C(C)NC(=S)NC2c2ccc(O)c(OC)c2)cc1 (stereo not drawn)	4%	·
COc1cc(C)c(CN2CCC(n3nccc3NC(=O)C3CC3)CC2)cc1C	-5%	-4
Cc1nnc(SC(C)C(=O)Nc2ncc(Cl)cc2Cl)n1Cc1ccccc1 (stereo not drawn)	10%	-1
O=C(CCNC(=O)c1ccc([N+](=O)[O-])cc1)NNC(=O)c1ccccc1F	?	·
C=CCn1c(=O)c2c(nc3n2CCN3c2cccc(Cl)c2C)n(C)c1=O	?	·
O=C(CNc1ccccc1)N/N=C/c1ccc([N+](=O)[O-])o1	?	·
Cc1ccccc1CS(=O)(=O)Cc1ccc(C(=O)NCCCN2CCOCC2)o1	?	·
Cc1ccc(C)c(NC(=O)c2cc(S(=O)(=O)N3CCCCC3)ccc2N2CCOCC2)c1	i	16
Cc1nc2c(C)cccn2c1C(=O)N/N=C/c1ccccc1[N+](=O)[O-]	-6%	21
CCN1CCN(c2nn3c(=O)c4ccccc4nc3c3ccccc23)CC1	13%	12
Nc1nc(NCCOCCO)nc(NC2CCCCC2)c1[N+](=O)[O-]	7%	0
O=C(CSc1nnc2n(C3CCCC3)c(=O)c3ccccc3n12)N1CCCCCC1	i	-8
Cc1nc(C/C(=N\Nc2ccccc2)c2ccc(O)cc2O)cs1	?	·
O=C(/C=C/c1ccccc1)NC(N1CCOCC1)C(Cl)(Cl)Cl (stereo not drawn)	-27%	0
C(=N\Nc1nn2cnnc2c2ccccc12)/c1ccco1	-1%	-13
O=C1CC(N2CCSCC2)C(=O)N1c1cccc(Cl)c1 (stereo not drawn)	-1%	10

3 entries from above, sorted by length of the SMILES, ascending:
SMILES	S3 lipid droplet	S3 lipid droplet cell count max
Cc1nc(C/C(=N\Nc2ccccc2)c2ccc(O)cc2O)cs1	?	·
Cc1ccc(C2CC(c3cccs3)=NN2C(=O)CSC2=NCCS2)cc1 (stereo not drawn)	9%	6
O=C(CCNC(=O)c1ccc([N+](=O)[O-])cc1)NNC(=O)c1ccccc1F	?	·

(more compounds)
SMILES	S3 lipid droplet	S3 lipid droplet cell count max
C/C(=N\NC(=O)c1ccc(NS(=O)(=O)c2cccs2)cc1)c1cccs1	?	·
CC12CS(=O)(=O)CC1SC(=S)N2Cc1ccccc1 (stereo not drawn)	?	·
COc1cc(OC)cc(C(=O)N[C@H](C(=O)OCn2nnc3ccccc3c2=O)C(C)C)c1	?	·
CCOc1ccc(S(=O)(=O)Nc2nc3ccc(OC)cc3s2)cc1	-1%	3
COc1cc(OC)nc(NC(=O)CSc2nc3ccccc3o2)n1	?	·
O=C(CCn1nnc2ccccc2c1=O)NCC1CCC(C(=O)O)CC1 (stereo not drawn)	?	·
CCCNC(=S)N1CCC(C(=O)c2ccc3c(c2)OCCO3)CC1	7%	18
CCN(CC)c1ccc(S(=O)(=O)N2CCOCC2)cc1NC(=O)c1cc(=O)c2ccccc2o1	-6%	4
Nc1nc(N)nc(COc2ccccc2)n1	?	·
CCN(CC(=O)Nc1sc2c(c1C#N)CCC(C)C2)CC(=O)NC1CCS(=O)(=O)C1 (stereo not drawn)	0%	-8
CN1CCN(C(=O)c2cc3nc(-c4ccc(F)cc4)cc(C(F)(F)F)n3n2)CC1	?	·
COc1ccc(-c2sc3cc(OC)c(OC)cc3c2C#CC(C)(C)O)cc1	i	5
CCOC(=O)c1cc(-c2ccccc2)n(CC(=O)Nc2ccc(OC)cc2)c1C	9%	10
CC(C(=O)NC1CCCCC1)N1C(=O)c2cccc3cccc1c23 (stereo not drawn)	?	·
COc1cccc(OC)c1OCCCN1CCOCC1	-9%	20
COc1ccccc1NC(=O)c1cc(=O)[nH]c2ccccc12	?	·
CC(=O)Nc1cc(S(=O)(=O)Nc2ccccc2C)c(C)cc1C	9%	1
Cc1ccc(C(=O)O)cc1NC(=O)CCc1ccccc1	-23%	-7
CC/C(C)=C1\SC(N2CCN(C(C)=O)CC2)=NC1=O	-10%	1
O=S(=O)(c1ccc2ccccc2c1)n1cnc2ccccc21	5%	-16
COc1ccc(-c2cc(=Nc3ccc(C(=O)O)cc3)c3cc(C)ccc3o2)cc1	-3%	-8
Fc1cccc(NCCc2c[nH]c3ccccc23)n1	?	·
CC(C)(C)c1cc(CN(CCO)CCO)c(O)c(C(C)(C)C)c1	4%	-6
O=c1c2cnn(-c3ccccc3)c2nc(-c2cccs2)n1-c1ccc(Cl)cc1	6%	7
Cc1nc(SCC(=O)N2CCOCC2)c2ccsc2n1	?	·

Going on with the list.
SMILES	S3 lipid droplet	S3 lipid droplet cell count max
COC(=O)c1ccccc1NC(=O)NCc1c(C)nn(C)c1C	3%	12
CCOC(=O)c1cc(NC(=O)Nc2ccc(Br)cc2)c(C)nc1C	-2%	-15
CC(=O)c1ccc(NC(=S)N(CCCN(C)C)Cc2ccccc2)cc1	3%	9
Cc1coc(=N)n1CC(=O)c1ccc(Cl)cc1	12%	10
COC(=O)CSC1=C(C#N)C(=O)NC(c2ccccc2)S1 (stereo not drawn)	?	·
COc1cc(C2c3c([nH]c(=O)[nH]c3=O)Nc3ccc4ccccc4c32)cc(OC)c1OC (stereo not drawn)	7%	16
Cc1ccc(NC(=O)c2ccc(S(=O)(=O)NCc3cccnc3)cc2)cc1C	?	·
CC1(C)Cc2cccc(OCC(=O)Nc3ccccc3F)c2O1	i	·
O=C(Nc1ccc(Cl)cc1)C1CCCN(C2=NS(=O)(=O)c3ccccc32)C1 (stereo not drawn)	?	·
O=C1CCC(=O)N1c1cccc(-c2nc3ccccc3o2)c1	?	·
O=C(CC1OC(=O)c2ccccc21)Nc1cccc(S(=O)(=O)N2CCCCCC2)c1 (stereo not drawn)	?	·
OC(CN1CCOCC1)Cn1c2ccccc2c2ccccc21 (stereo not drawn)	i	2
CN1CCc2c(sc3c2C(=O)NC(c2cccc(OC(=O)c4cccs4)c2)N3)C1 (stereo not drawn)	1%	-9
Cc1ccccc1CNS(=O)(=O)c1c(C(=O)N2CCCC2)c(C)n(C)c1C	-11%	8
COc1ccc(C(=O)c2coc3ccc(O)c(CN4CCOCC4)c23)cc1	7%	1
CC(=O)c1cccc(NC(=O)NCCc2c[nH]c3ccccc23)c1	-12%	·
COc1cc(/C=C(\C#N)C(=O)NCC2CCCO2)ccc1OCC(=O)O (stereo not drawn)	?	·
O=C(c1cc(COc2cccc(C(F)(F)F)c2)on1)N1CCC(Oc2cccnc2)CC1	i	-1
Cc1ccc(C2=NN(C(=S)Nc3ccccc3)C(c3ccco3)C2)cc1 (stereo not drawn)	?	·
C(=N\N=C\c1ccccc1)/c1ccccc1	i	·
Nc1nc(Cl)cc(Oc2ccc([N+](=O)[O-])cc2)n1	?	·
Cc1ccc(-c2ocnc2C(=O)Nc2nc(C)cs2)cc1	i	-2
O=C(c1cc(COc2ccc(F)cc2Cl)on1)N1CCN(C2CCCCC2)C(=O)C1	?	·
CC(=O)N1CCN(C(=S)NC(=O)c2ccc(S(=O)(=O)N3CCOCC3)cc2)CC1	?	·
N#Cc1cccc(CN2CCCN(Cc3ccc(F)cc3)S2(=O)=O)c1	?	·

Given with values under each structure: entries from further up.
Every second line gives: S3 lipid droplet	S3 lipid droplet cell count max
COC(=O)c1ccccc1NC(=O)NCc1c(C)nn(C)c1C
→ 3%	12
CCOC(=O)c1cc(NC(=O)Nc2ccc(Br)cc2)c(C)nc1C
→ -2%	-15
CC(=O)c1ccc(NC(=S)N(CCCN(C)C)Cc2ccccc2)cc1
→ 3%	9
Cc1coc(=N)n1CC(=O)c1ccc(Cl)cc1
→ 12%	10
COC(=O)CSC1=C(C#N)C(=O)NC(c2ccccc2)S1 (stereo not drawn)
→ ?	·
COc1cc(C2c3c([nH]c(=O)[nH]c3=O)Nc3ccc4ccccc4c32)cc(OC)c1OC (stereo not drawn)
→ 7%	16
Cc1ccc(NC(=O)c2ccc(S(=O)(=O)NCc3cccnc3)cc2)cc1C
→ ?	·
CC1(C)Cc2cccc(OCC(=O)Nc3ccccc3F)c2O1
→ i	·
O=C(Nc1ccc(Cl)cc1)C1CCCN(C2=NS(=O)(=O)c3ccccc32)C1 (stereo not drawn)
→ ?	·
O=C1CCC(=O)N1c1cccc(-c2nc3ccccc3o2)c1
→ ?	·
O=C(CC1OC(=O)c2ccccc21)Nc1cccc(S(=O)(=O)N2CCCCCC2)c1 (stereo not drawn)
→ ?	·
OC(CN1CCOCC1)Cn1c2ccccc2c2ccccc21 (stereo not drawn)
→ i	2
CN1CCc2c(sc3c2C(=O)NC(c2cccc(OC(=O)c4cccs4)c2)N3)C1 (stereo not drawn)
→ 1%	-9
Cc1ccccc1CNS(=O)(=O)c1c(C(=O)N2CCCC2)c(C)n(C)c1C
→ -11%	8
COc1ccc(C(=O)c2coc3ccc(O)c(CN4CCOCC4)c23)cc1
→ 7%	1
CC(=O)c1cccc(NC(=O)NCCc2c[nH]c3ccccc23)c1
→ -12%	·
COc1cc(/C=C(\C#N)C(=O)NCC2CCCO2)ccc1OCC(=O)O (stereo not drawn)
→ ?	·

Additional records.
SMILES	S3 lipid droplet	S3 lipid droplet cell count max
Clc1ccc(OCc2cn3cccnc3n2)c2ncccc12	i	·
O=C(Nc1cccc(C(=O)N2CCOCC2)c1)c1cccnc1	?	·
COc1cc(NC(=O)c2c(F)cccc2F)nc(OC)n1	7%	0
CC(=O)N(CCc1cccc(C)c1)Cc1cc2ccc(C)cc2[nH]c1=O	?	·
COc1cc2c(cc1OC)CN(C(=O)CN1C(=O)NC3(CCCCC3C)C1=O)CC2 (stereo not drawn)	?	·
O=C(N/N=C/CCc1ccccc1)c1ccc(CN2c3cccc4cccc(c34)S2(=O)=O)cc1	-11%	-19
CCc1c(C)[nH]c2ccc(OC)cc2c1=S	?	·
Cc1ccc(CNCc2ccccc2Cl)cc1	?	·
CCOC(=O)c1c(S(=O)(=O)N2CCN(Cc3ccccc3)CC2)c(C)n(C)c1C	?	·
O=C(CN1C(=O)NC(Cc2ccccc2)C1=O)Nc1ccccc1F (stereo not drawn)	0%	3
COc1nc(C)ccc1-c1noc(-c2cccnc2)n1	?	·
CCn1c(=O)cc(OCC(=O)Nc2cc(C)ccn2)c2ccccc21	7%	4
Cc1ccc2c(c1)CCCN2C(=O)C1CCCO1 (stereo not drawn)	8%	28
CC(C)(C)n1cnc2cc(NS(=O)(=O)c3ccc(Br)cc3)ccc21	?	·

The list is partial. The share of hits here may be higher or lower than overall.
